Compound activity (PubChem BioAssay)
All columns: NCI-60 one-dose screen, growth in % after 48 h at 10 µM unless noted; 100 = growth as untreated, 0 = no growth, -100 = all killed.
HT29 – HT29 colon cancer; 81,000 compounds, 7.4% hits; AID 1794748
COLO 205 – COLO 205 colon cancer | AID 1794742 | 79,000 compounds, 7.3% hits
KM12 – KM12 colon cancer cells; AID 1794800; 82,000 compounds, 5% hits
NCI-H322M – NCI-H322M lung cancer; 80,000 compounds, 2.7% hits
NCI-H460 – NCI-H460 lung cancer | 82,000 compounds, 6.8% hits | AID 1794736
SW-620 – SW-620 colon cancer; 82,000 compounds, 5.2% hits
NCI-H226 – NCI-H226 lung cancer | AID 1794732 | 79,000 compounds, 3.5% hits
HCT-15 – HCT-15 colon cancer; 82,000 compounds, 5.2% hits
HCT-116 – HCT-116 colon cancer; 82,000 compounds, 7.3% hits
* = called active by the depositor; / = not tested or not shown. Rule for the calls: active = growth percent below 10; inactive = the rest.

SMILES | HT29 | COLO 205 | KM12 | NCI-H322M | NCI-H460 | SW-620 | NCI-H226 | HCT-15 | HCT-116
C=CCn1c(SCC(=O)Nc2ccc(C(=O)/C=C/c3ccc(OC)cc3)cc2)nnc1-c1cc(-c2ccc(S(N)(=O)=O)cc2)nc2ccccc12 | 110 | 99 | 92 | 101 | 101 | 100 | 90 | 103 | 70
COC(=O)c1c(OC2=CC(=O)C(OC)=C(CC=C(C)C)C2=O)cc(O)c(CC=C(C)C)c1O | 112 | 104 | 115 | 99 | 111 | 108 | 93 | 106 | 98
CCOC(=O)c1nc2c3ccccc3ccn2c1C(=O)c1ccc([N+](=O)[O-])cc1 | 90 | 92 | 94 | 94 | 98 | 101 | 92 | 102 | 77
Cc1cc(N2CCN(CC(=O)Nc3ccc4c(ccn4C)c3)CC2)nc(N2CCOCC2)n1 | 88 | 100 | 96 | 94 | 109 | 98 | 104 | 102 | 102
O=C(O)C(Br)CN1C(=O)c2ccccc2C1=O (stereo not drawn) | 107 | 113 | 104 | 107 | 97 | 98 | 101 | 98 | 99
Cc1ccc(-c2cc(-c3cc4ccccc4nc3Cl)[nH]c(=S)n2)cc1 | 43 | 89 | 62 | 82 | 83 | 78 | 74 | 30 | 64
COc1ccc(OC)c(-c2cnc3nonc3n2)c1 | 106 | 101 | 94 | 104 | 99 | 88 | 101 | 84 | 84
CC(=O)NC(C)C(=O)NC1CCCCCC1 (stereo not drawn) | 110 | 94 | 93 | 98 | 106 | 105 | 99 | 101 | 95
CC(=O)O[C@H]1[C@H](CC#CC#CC[C@@H]2C[C@]3(C)[C@H]4CC=C5[C@H]6[C@@H](C)[C@H](C)CC[C@]6(C(=O)NCCCCCCCCN)CC[C@@]5(C)[C@]4(C)CC[C@H]3C(C)(C)[C@H]2OC(C)=O)C[C@]2(C)[C@H]3CC=C4[C@H]5[C@@H](C)[C@H](C)CC[C@]5(C(=O)NCCCCCCCCN)CC[C@@]4(C)[C@]3(C)CC[C@H]2C1(C)C | 98 | 114 | 89 | 106 | 103 | 98 | -84* | 108 | 98
COc1cc(/C=C/C(=O)c2ccc(-n3cc(CN4CCN(c5cc6c(cc5F)c(=O)c(C(=O)O)cn6C5CC5)CC4)nn3)cc2)ccc1O | 53 | 106 | 30 | 80 | 67 | 85 | 82 | 72 | -53*
CCOC(=O)c1c(NC(=O)c2cccc(C(F)(F)F)c2F)sc2c1CCC(=O)C2 | 107 | 117 | 94 | 108 | 99 | 25 | 104 | 59 | 77
O=C(O)c1ccc2c(c1)C(=O)OC2=O | 107 | 112 | 106 | 101 | 116 | 112 | 112 | 97 | 102
CCc1cccc2c3c(sc12)C(c1ccc(F)cc1)c1c(nc(CC(=O)Nc2ccccc2)[nH]c1=O)O3 (stereo not drawn) | 103 | 109 | 101 | 97 | 99 | 104 | 84 | 109 | 94
COc1cc2c(c(NC(C)=O)c1)N(C(C)=O)CCC2 | 109 | 117 | 108 | 107 | 112 | 100 | 113 | 103 | 106
CCOC(=O)c1cnc2ccc(OC)cc2c1Nc1ccc(N2CCN(C)CC2)cc1 | 90 | 98 | 113 | 92 | 107 | 105 | / | 104 | 93
NC(=O)C(CSSCC(NC(=O)OCc1ccccc1)C(N)=O)NC(=O)OCc1ccccc1 (stereo not drawn) | 108 | 106 | 103 | 119 | 106 | 98 | 100 | 102 | 101
Nc1cc(=O)n([C@@H]2O[C@H](CO)[C@@H](O)[C@H]2O)c(=O)[nH]1 | 106 | 110 | 109 | 94 | 101 | 102 | 100 | 101 | 104
C#CCOc1ccc(/C=N/Nc2nc(-c3cc4cc(Br)cc(Br)c4oc3=O)cs2)cc1 | 104 | 100 | 88 | 103 | 101 | 104 | 94 | 95 | 92
CCOC(=O)c1cn2ncnc(Oc3ccc(NC(=O)NCCN(CC)CC)c(Cl)c3)c2c1C | 5.4* | 57 | 96 | 99 | 104 | 29 | 91 | 3.7* | 36
Nc1cc(=O)n(CC(=O)Nc2ccccc2)n1S(=O)(=O)c1ccccc1 | 109 | 110 | 102 | 93 | 105 | 102 | 84 | 99 | 92
CCCCCCCC12Cc3ccccc3C1=Nc1c(c3ccccc3n1C)C2=O (stereo not drawn) | 59 | 112 | 94 | 88 | 93 | 97 | 78 | 92 | 74
CC(C)(C)OC(=O)N1C/C(=C\c2cccs2)C(=O)/C(=C/c2cccs2)C1 | 86 | 117 | 97 | 94 | 105 | 85 | 93 | 85 | 63
COc1cc([C@H]2Nc3cc(Cl)cc(Cl)c3C3C=CCC32)cc(Br)c1OC (stereo partly drawn) | 75 | 86 | 93 | 96 | 85 | 92 | 88 | 80 | 76
CCc1ccccc1-n1c(-c2ccc(Cl)cc2)cc(-c2ccc(OC)cc2)c(C#N)c1=O | 103 | 117 | 88 | 126 | 100 | 104 | 108 | 100 | 95
O=C(NNc1nccc(Nc2ccc(S(=O)(=O)Nc3ccncc3)cc2)n1)c1cccc(Br)c1 | 97 | 111 | 106 | 93 | 108 | 106 | 108 | 99 | 95

The last three entries of the part before come first, to join the parts.
SMILES | HT29 | COLO 205 | KM12 | NCI-H322M | NCI-H460 | SW-620 | NCI-H226 | HCT-15 | HCT-116
COc1cc([C@H]2Nc3cc(Cl)cc(Cl)c3C3C=CCC32)cc(Br)c1OC (stereo partly drawn) | 75 | 86 | 93 | 96 | 85 | 92 | 88 | 80 | 76
CCc1ccccc1-n1c(-c2ccc(Cl)cc2)cc(-c2ccc(OC)cc2)c(C#N)c1=O | 103 | 117 | 88 | 126 | 100 | 104 | 108 | 100 | 95
O=C(NNc1nccc(Nc2ccc(S(=O)(=O)Nc3ccncc3)cc2)n1)c1cccc(Br)c1 | 97 | 111 | 106 | 93 | 108 | 106 | 108 | 99 | 95
NC(C(=O)O)C(O)c1ccc(OCc2ccccc2)c(OCc2ccccc2)c1 (stereo not drawn) | 97 | 106 | 100 | 109 | 108 | 97 | 99 | 98 | 101
O=C(NN(Cc1ccccc1)S(=O)(=O)c1ccccc1)c1ccccc1 | 100 | 108 | 101 | 116 | 104 | 105 | 100 | 94 | 101
O=C(CCCCCCN1CC(=O)N2[C@@H](c3cc(F)cc(F)c3)c3[nH]c4ccccc4c3C[C@H]2C1=O)NO | 48 | 53 | 70 | 75 | 64 | 47 | 98 | 97 | 27
O=C1C(Cl)=C(Nc2ccc3cn[nH]c3c2)C(=O)c2ccccc21 | -67* | -85* | 28 | -27* | 4.7* | -86* | -4.8* | -84* | -99*
Cc1ncc(-c2ccc([N+](=O)[O-])cc2)o1 | 97 | 111 | 101 | 96 | 103 | 102 | 103 | 101 | 102
CCCC(C(=O)OC(C)CN1C(C)CCC1C)C1CCCC1 (stereo not drawn) | 107 | 101 | 101 | 90 | 103 | 97 | 105 | 91 | 99
O=C1c2cccc3cccc(c23)C(=O)N1CCCN[C@H]1CCC[C@@H]1NCCCN1C(=O)c2cccc3cccc(c23)C1=O | 75 | / | 96 | 86 | 92 | 72 | 105 | 98 | 66
Cc1cccc(NS(=O)(=O)N2CCCCC2)c1 | 98 | 110 | 100 | 102 | 106 | 113 | 106 | 101 | 100
O=C(Cn1cc(COn2nnc3ccccc32)nn1)Nc1ccc(Cl)cc1 | 108 | 110 | 104 | 107 | 111 | 104 | 105 | 109 | 105
N/C(=N\c1nc(-c2cccc([N+](=O)[O-])c2)cs1)NC(=O)Nc1cccc2ccccc12 | 99 | 97 | 97 | 94 | 95 | 85 | 74 | 88 | 88
CCCCCC/C=C\CCCCCCCCOc1cccc(CCOP(=O)(O)OCC[N+](C)(C)C)c1 | 36 | 62 | 52 | 117 | 64 | 91 | 91 | 71 | 75
CC(=O)Oc1ccccc1C(=O)Nc1ccc(C(=O)/C=C/c2cccs2)cc1 | 110 | 126 | 102 | 106 | 116 | 107 | 116 | 97 | 108
O=C(c1ccccc1)c1cnc(=S)[nH]c1-c1ccc(F)cc1 | 110 | 120 | 104 | 100 | 105 | 104 | 108 | 103 | 96
COc1ccc(-c2cc(Cc3cccs3)c(=O)n(CN3CCOCC3)n2)cc1 | / | 107 | 111 | 106 | 115 | 112 | 96 | 93 | 105
S=c1[nH]nc(-c2cc(-c3cccnc3)n(-c3ccccc3)n2)o1 | 97 | 112 | 116 | 104 | 111 | 102 | 105 | 114 | 105
Cc1ccc(S(=O)(=O)N2CCN=C2N/N=C/c2ccccc2C#N)cc1 | 107 | 108 | 104 | 98 | 103 | 98 | 82 | 97 | 106
Clc1ccc2c(NCCCNc3nc(-n4ccnc4)nc4ccccc34)ccnc2c1 | 75 | 88 | 88 | 95 | 95 | 90 | 90 | 87 | 88
Cc1cc(C(C)(C)C)cc(C)c1O | 105 | 110 | 101 | 130 | 107 | 109 | 98 | 101 | 101
C=CCOC(=O)C(C)Oc1ccc(Cl)cc1Cl (stereo not drawn) | 99 | 107 | 99 | 102 | 102 | 100 | 95 | 109 | 97
CC(C)OC(=O)Nc1cccc(Cl)c1Cl | 101 | 106 | 109 | 112 | 107 | 103 | 113 | 100 | 107
CCN(C(=O)CN1CCN(c2cc3c(cc2F)c(=O)c(C(=O)O)cn3CC)CC1)c1nc(-c2ccccc2)cs1 | 1.0* | -52* | 13 | 18 | 5.7* | 14 | 18 | 12 | 14
O=c1c2cc(Nc3nc(-c4ccc5c(c4)OCO5)cs3)ccc2nc2n1CCC2 | 102 | 109 | 102 | 105 | 101 | 105 | 92 | 87 | 98
COc1ccc(-c2cc(-c3ccc(F)cc3)c(C#N)c(=O)[nH]2)c(OC)c1 | 116 | 114 | 97 | 86 | 91 | 90 | 92 | 88 | 92
COc1ccc(N2C(=N)C(=S)N(c3ccc(C)cc3)C2=O)cc1 | 96 | 103 | 92 | 95 | 101 | 105 | 102 | 98 | 95
CSc1nc(Sc2ccccc2)c(C#N)c(-c2cccc([N+](=O)[O-])c2)n1 | 115 | 116 | 101 | 107 | 101 | 102 | 107 | 80 | 81

Individual results from the list:
Entry of CC(=O)Oc1ccccc1C(=O)Nc1ccc(C(=O)/C=C/c2cccs2)cc1 in HT29: 110
Entry of COc1ccc(-c2cc(-c3ccc(F)cc3)c(C#N)c(=O)[nH]2)c(OC)c1 in COLO 205: 114
Entry of CCCC(C(=O)OC(C)CN1C(C)CCC1C)C1CCCC1 (stereo not drawn) in NCI-H226: 105
Entry of O=C(Cn1cc(COn2nnc3ccccc32)nn1)Nc1ccc(Cl)cc1 in NCI-H460: 111
Entry of COc1ccc(N2C(=N)C(=S)N(c3ccc(C)cc3)C2=O)cc1 in HCT-15: 98
Entry of CCN(C(=O)CN1CCN(c2cc3c(cc2F)c(=O)c(C(=O)O)cn3CC)CC1)c1nc(-c2ccccc2)cs1 in KM12: 13

(listing goes on)
SMILES | HT29 | COLO 205 | KM12 | NCI-H322M | NCI-H460 | SW-620 | NCI-H226 | HCT-15 | HCT-116
CC(=O)Nc1cccc(C(C)=O)c1 | 89 | 120 | 98 | 111 | 107 | 92 | 103 | 112 | 108
COc1ccc(C(=NNS(=O)(=O)c2ccc(C)cc2)c2ccc(Cl)cc2)cc1OC | 93 | 87 | 89 | 79 | 94 | 95 | 94 | 85 | 88
Cc1cc(Cl)c(N)c([N+](=O)[O-])c1 | 96 | 100 | 103 | 110 | 106 | 97 | 101 | 99 | 102
N#Cc1c(-c2ccc3c(c2)OCO3)c(C#N)c2c(C#N)c(N)nn2c1N | 89 | 105 | 95 | 89 | 93 | 103 | 84 | 93 | 78
CC(C)C(=O)C(C)c1ccccn1 (stereo not drawn) | 102 | 111 | 103 | 103 | 106 | 102 | 98 | 102 | 103
O=C(Cn1cccc(NC(=O)OCc2ccccc2)c1=O)NCc1ccccc1 | 116 | 109 | 101 | 106 | 101 | 102 | 98 | 101 | 98
CCC(C)Cn1cnc2c(SCc3ccccn3)nc(N)nc21 (stereo not drawn) | 115 | 113 | 97 | 76 | 100 | 96 | 97 | 112 | 100
Cc1ccc(N2CCN(C(C)C(N)=O)CC2)cc1 (stereo not drawn) | 118 | 122 | 112 | 116 | 121 | 107 | 109 | 115 | 98
NCCCCCCCN | 98 | 119 | 92 | 91 | / | 94 | 106 | 104 | 101
COc1cccc(Cn2ccc3c2-c2oncc2CC3)c1 | 101 | 110 | 86 | 93 | 103 | 95 | 100 | 85 | 95
c1ccc(C(=NNc2nc3ccccc3o2)c2ccccn2)nc1 | 23 | 18 | 25 | 13 | 3.0* | 30 | -3.0* | 17 | 5.0*
Nc1nccc(-c2c[nH]c3cc(Br)c(Br)cc23)n1 | 53 | 84 | 90 | 115 | 108 | 102 | 102 | 70 | 67
O=C(CSc1nc2sc3c(c2c(=O)n1-c1ccc(Cl)cc1)CCCC3)NNC(=O)c1ccccc1 | 115 | 121 | 101 | 104 | 91 | 103 | 107 | 97 | 105
C=CCN(/C=C1/C(=O)O[C@H](COC)[C@@]2(C)C1=C(O)C(=O)C1=C2[C@H](OC(C)=O)C[C@]2(C)C(=O)CC[C@@H]12)CC=C | 14 | 18 | 22 | -15* | 11 | 40 | 24 | 24 | 15
COc1ccc2nc(Cl)c(-c3nc4ccccc4s3)cc2c1 | 98 | 88 | 96 | / | 90 | 89 | 98 | 102 | 98
COc1ccc(-c2cc(-c3nnc(SCC(=O)c4ccccc4)o3)c3cc(OC)ccc3n2)cc1 | 86 | 113 | 99 | 90 | 110 | 101 | 96 | 100 | 93
Nc1n[n+](-c2ccc(Cl)cc2)no1 | 106 | 107 | 87 | 92 | 101 | 100 | 91 | 96 | 92
